# Screening results deposited in PubChem by several laboratories.
# PP5 inh = inhibitors of human protein phosphatase 5 (PP5); purified PP5c, OMFP substrate fluorescence; inhibition, % at 6.7 µM; actives 0.18% (n = 320,000); P53041;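 active = inhibition above the campaign's mean inhibition across all tested compounds plus 3 SD, cut at about 9.5% in these data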;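 note: 0% = DMSO only and 100% = 100 µM cantharidin control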
# proCasp7 act = counter-screen: procaspase-7 (human) activation | AID 463210 | actives 0.093% (n = 330,000) | activation, % at 8.5 µM | P55210 | recombinant procaspase-7, Ac-DEVD-pNA absorbance 405 nm; D23A/D198A/D206A triple mutant, cannot self-cleave; scale: DMSO 0, 5 µM enzyme 100;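 active = percent activation above the screen-wide mean plus 3 SD, cut at about 25% in these data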
#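 Assay system: Uncleavable procaspase-7 mutant enzyme / Input: 2 µM procaspase-7 mutant as dispensed / Dosing: single nominal 8.5 µM compound dose, 0.8% DMSO final / Timing: 1 h enzyme–compound preincubation and 2 h substrate reaction, both 25 °C / Detection: p-Nitroaniline absorbance at 405 nm, read at 0 and 120 min / Replication: singlicate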
# GRK2 inh = blocks RNA aptamer binding to human GRK2; bead flow cytometry, FAM-aptamer displacement from GRK2; actives 0.59% (n = 330,000); inhibition of aptamer binding, % at 10 µM; P25098;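 active = inhibition of aptamer binding above 40%, roughly 3 SD of noise, on plates passing a quality check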;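 note: median bead fluorescence of bound FAM aptamer so fluorescent compounds give negative values; no value below 0 was filed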
# Target sequence (P25098 whole entry, looked up): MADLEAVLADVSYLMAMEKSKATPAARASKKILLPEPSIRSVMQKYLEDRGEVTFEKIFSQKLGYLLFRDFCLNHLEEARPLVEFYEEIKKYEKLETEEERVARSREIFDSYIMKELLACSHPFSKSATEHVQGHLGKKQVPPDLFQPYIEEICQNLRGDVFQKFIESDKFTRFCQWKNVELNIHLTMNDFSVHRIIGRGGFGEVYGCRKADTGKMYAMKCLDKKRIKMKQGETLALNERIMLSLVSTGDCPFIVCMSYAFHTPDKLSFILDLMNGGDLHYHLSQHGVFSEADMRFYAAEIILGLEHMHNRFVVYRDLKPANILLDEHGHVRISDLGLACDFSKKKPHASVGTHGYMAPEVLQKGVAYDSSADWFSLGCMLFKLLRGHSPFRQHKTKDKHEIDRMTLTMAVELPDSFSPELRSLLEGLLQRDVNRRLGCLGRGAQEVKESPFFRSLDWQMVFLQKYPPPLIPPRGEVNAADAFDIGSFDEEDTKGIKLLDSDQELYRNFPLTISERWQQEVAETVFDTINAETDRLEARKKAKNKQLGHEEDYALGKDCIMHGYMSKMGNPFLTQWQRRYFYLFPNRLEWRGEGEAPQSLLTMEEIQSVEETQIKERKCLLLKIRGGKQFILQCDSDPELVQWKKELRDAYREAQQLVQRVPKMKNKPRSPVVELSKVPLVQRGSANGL
# VLA-4 inh = inhibition in a human VLA-4 binding assay; actives 0.2% (n = 330,000); inhibition, % (about 7 µM as worked out from the volumes in the protocol); P13612; AID 2557; VLA-4 expressing cells, ligand binding flow cytometry; in the data active = inhibition above about 50%
# CTSL1 counter = cathepsin L1 inhibition, PFM18AAP counter-screen; AID 1906; actives 0.49% (n = 300,000); inhibition, % at 5.96 µM; recombinant F. hepatica cathepsin L1, Z-Leu-Arg-MCA fluorescence;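 active = inhibition above the mean of all tested compounds plus 3 SD, set per screening campaign, cut at about 17% in these data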;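 note: 0% = plate median of test compound wells and 100% = 1 µM Z-Phe-Ala-diazomethylketone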
# HCV core dimer = HCV core protein dimerization inhibition. TR-FRET GST/Flag-core106 dimerization, 1536-well. inhibition, % at 5 µM. actives 0.33% (n = 300,000). AID 1899;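 active = inhibition above the mean of all tested compounds plus 3 SD, set per screening campaign, cut at about 45% in these data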
#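 System: GST-tagged and Flag-tagged HCV core protein residues 1-106 / Input: core106 proteins, GST 13.5 nM and Flag 17 nM / Buffer or medium: KF-containing HEPES buffer, pH 7.45, DTT, CHAPS, BSA / Probe or stimulus: Eu-anti-GST and XL665-anti-Flag labelled anti-tag antibodies / Schedule: 4 h, 22.5 °C incubation / Technique: TR-FRET 671 and 617 nm emission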
# PP1 inh = counter-screen for PP5 inhibitors: inhibitors of human PP1-alpha | P62136 | purified PP1alpha, OMFP fluorescence | actives 0.9% (n = 320,000) | inhibition, % at 6.7 µM;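 active = inhibition above the mean inhibition of all tested compounds plus 3 SD, computed separately for each screening campaign, cut at about 15% in these data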
# Target sequence (P62136 whole entry, looked up): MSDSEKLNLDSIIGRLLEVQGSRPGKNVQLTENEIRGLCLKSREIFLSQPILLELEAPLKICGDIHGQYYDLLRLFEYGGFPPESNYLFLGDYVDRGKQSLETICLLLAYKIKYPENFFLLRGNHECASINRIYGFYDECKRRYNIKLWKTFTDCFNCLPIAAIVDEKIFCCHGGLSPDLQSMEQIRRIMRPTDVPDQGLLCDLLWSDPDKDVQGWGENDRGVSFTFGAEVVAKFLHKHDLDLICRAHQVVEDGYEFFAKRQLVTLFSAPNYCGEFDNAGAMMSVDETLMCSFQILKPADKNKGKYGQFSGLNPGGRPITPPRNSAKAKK
# JMJD2C inh = inhibitors of human GASC-1 (JMJD2C) demethylase; inhibition, % at 2.35 µM; GST-JMJD2C(1-420) H3K9me3 demethylation, DELFIA europium; AID 2099; actives 0.069% (n = 330,000);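 active = more than half of a compound's replicate wells show inhibition beyond 50%, single wells judged on their own value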;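 note: signal counts dimethyl H3K9 product captured on neutravidin plate; 0% = median of DMSO wells and 100% = 0.3 times that DMSO median; strong numbers were not always called active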
# proCasp3 act = activates human procaspase-3. activation, % at 8.5 µM. actives 0.11% (n = 330,000). recombinant procaspase-3 D3A, Ac-DEVD-pNA absorbance 405 nm. AID 463141. P42574;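 active = activation above the mean of all tested compounds plus 3 SD, cut at about 21% in these data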;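 note: 0% = DMSO alone and 100% = DMSO wells spiked with extra 5 µM PC-3 D3A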
#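 Assay system – Procaspase-3 D3A mutant · Benchmarks – DMSO low control, extra-enzyme high control · Technique – 405 nm absorbance of p-nitroaniline, reads at 0 and 120 min · Doses – 8.5 µM nominal · Measure – % activation between DMSO and enzyme-spiked controls · Also added – Ac-DEVD-pNA chromogenic peptide substrate · Schedule – 1 h compound preincubation, 2 h substrate hydrolysis at 25 °C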
# * marks the source's active call; other numbers are inactive results; . = no result given; & = joins results of further samples.
1: CCC(CC)c1nnc(NC(=O)c2ccc(N3CCCC3=O)cc2)s1
2: Cc1ccc(N2C(=O)CC(N3CCc4ccccc43)C2=O)cc1Cl (stereo not given)
3: CCN(CC)S(=O)(=O)c1ccc(NC(=O)COC(=O)CN2C(=O)c3ccccc3C2=O)cc1
4: Cc1ccccc1-n1cc(CNC(=O)CCc2nnc(CCc3ccccc3)o2)cn1
5: Cc1ccc2[nH]c(=O)c3cc(C(=O)NC(C)C)sc3c2c1
6: CN(C(=O)Cn1nc(C(=O)O)c2ccccc2c1=O)C1(C#N)CCCCC1
7: COc1ccc(-n2nc(C(=O)NCC(=O)NCC3CCCO3)c3ccccc3c2=O)c(OC)c1 (stereo not given)
8: CC1CCCCC1NC(=O)Cn1nc(-c2ccccc2)ccc1=O (stereo not given)
Compound	1	2	3	4	5	6	7	8
PP5 inh	1.7	2.4	7.0	-0.1	4.0	-0.3	1.7	4.3
proCasp7 act	1	3	8	-7	2	-4	0	5
GRK2 inh	4	0	10	0	0	1	3	0
VLA-4 inh	25	5	-7	-2	10	0	2	13
CTSL1 counter	-1	-1	-6	-6	1	.	-1	0
HCV core dimer	-2	0	2	4	12	.	-3	10
PP1 inh	-2	1	-4	-2	3	-3	-3	-5
JMJD2C inh	-7	-8	5	-8	-12	-5	1	8
proCasp3 act	5	1	2	0	-1	-4	0	2

9: O=C(Nc1ccccc1)Nc1ccc(Br)cc1F
10: COc1ccc(/C=C/C(=O)NC(=S)Nc2ccc(S(N)(=O)=O)cc2)cc1
11: CCCC1CCc2[nH]nc(C(=O)NN)c2C1 (stereo not given)
12: CC1CCN(CCCCOc2ccccc2-c2ccccc2)CC1
13: CCOc1cccc2cc(C(=O)NC(C)c3ccccc3)c(=N)oc12 (stereo not given)
14: O=C(CN1C(=O)NC2(CCCc3ccccc32)C1=O)Nc1cccc(S(=O)(=O)N2CCCCC2)c1 (stereo not given)
15: CN(Cc1ccccc1)C(=O)c1ccccc1C(=O)O
16: CN(C)C(=O)c1ccc(NC(=O)COc2cccc(Oc3ccccc3)c2)cc1
Compound	9	10	11	12	13	14	15	16
PP5 inh	3.3	0.3	2.4	5.5	2.8	4.0	2.0	1.2
proCasp7 act	4	4	-1	1	-3	3	-6	7
GRK2 inh	0	1	6	0	0	2	1	0
VLA-4 inh	24	14	-16	1	10	1	-4	3
CTSL1 counter	1	8	-3	-1	1	-27	-1	5
HCV core dimer	-3	-3	-3	-8	7	14	-3	15
PP1 inh	-1	0	1	4	4	0	-1	1
JMJD2C inh	-12	9	-14	-7	10	-3	8	1
proCasp3 act	5	4	0	3	-7	2	5	3

17: CCN(C(=O)COC(=O)CN(C)S(=O)(=O)c1ccc(NC(C)=O)cc1)C1CCS(=O)(=O)C1 (stereo not given)
18: O=C(CNc1cc(S(=O)(=O)N2CCOCC2)ccc1N1CCCC1)NCc1ccco1
19: Cc1ccn2c(=O)c(NC(=O)c3cccs3)c(C)nc2c1
20: Cc1onc(-c2ccccc2Cl)c1C(=O)NCc1cccs1
21: CCc1ccc(/C=c2\s/c(=C\C(=O)C(C)(C)C)[nH]c2=O)cc1
22: O=C(Nc1ccnn1C1CCN(C2CCCCC2)CC1)c1ccccc1
23: CC(=O)[C@@]1(O)CC[C@H]2[C@@H]3C[C@H](C)C4=CC(=O)C=C[C@]4(C)[C@@]3(F)[C@@H](O)C[C@@]21C
24: CCOc1ncccc1C(=O)N(C)CC1COc2ccccc2O1 (stereo not given)
Compound	17	18	19	20	21	22	23	24
PP5 inh	-1.0	-1.2	2.1	-0.7	-3.0	1.5	1.6	-2.3
proCasp7 act	1	3	-3	-2	-26	-1	-9	7
GRK2 inh	3	0	1	1	5	0	0	0
VLA-4 inh	0	8	7	-2	1	-9	39	16
CTSL1 counter	-2	1	-3	4	-1	-3	1	-1
HCV core dimer	1	-1	1	-4	8	-7	-7	-1
PP1 inh	-2	-3	-6	0	2	-2	-2	-1
JMJD2C inh	-1	-3	1	11	-12	-7	-11	13
proCasp3 act	8	1	-4	5	-20	1	5	-4

25: COc1ccc(CCN2C(=O)CC(N3CCOCC3)C2=O)cc1OC (stereo not given)
26: CC(C)Sc1nc(O)c(Cc2ccccc2)c(=O)[nH]1
27: CCCCSc1nc(C)cc(C)c1S(=O)(=O)c1ccccc1C
28: CCN(CC1CCCO1)C(=O)c1cc(COc2ccc(OC)cc2Cl)on1 (stereo not given)
29: Cc1cc([N+](=O)[O-])nn1CC(=O)Nc1nccs1
30: Cc1ccccc1C(=O)NN1CCOCC1
31: COc1ccc(N2CCN(C(=O)CCc3ccc(S(=O)(=O)NC(C)C)cc3)CC2)cc1
32: O=C(CN1C(=O)C2C3CCC(C3)C2C1=O)OCC(=O)c1ccccc1 (stereo not given)
Compound	25	26	27	28	29	30	31	32
PP5 inh	-1.0	-0.8	1.4	-0.6	2.1	3.5	0.9	0.4
proCasp7 act	2	1	-1	-6	3	-2	-10	16
GRK2 inh	0	0	1	0	0	0	6	0
VLA-4 inh	-6	11	-9	13	19	9	-8	3
CTSL1 counter	2	-2	1	-2	-3	-1	2	0
HCV core dimer	-5	-3	8	-5	4	-11	-14	-1
PP1 inh	-1	-1	4	0	-2	3	-5	0
JMJD2C inh	8	-3	-1	7	8	3	4	1
proCasp3 act	-10	-9	-2	-4	-1	6	2	0

33: COc1ccc2sc(N(CCCN(C)C)C(=O)c3ccc(S(=O)(=O)N(C)Cc4ccccc4)cc3)nc2c1
34: O=C(Nc1nc2ccccc2[nH]1)C1CCN(S(=O)(=O)c2cccs2)CC1
35: COc1ccccc1N1CCN(CC(O)COCc2cccs2)CC1 (stereo not given)
36: COc1ccc(NC(=O)C2CCCCN2N)cc1OCC(C)C (stereo not given)
37: CCOC(=O)C(Cc1ccc(OC)c([N+](=O)[O-])c1)NC(=O)CCC(=O)Nc1ccc(OC)cc1 (stereo not given)
38: CCCc1c(C)c(C#N)c2nc3ccccc3n2c1NCCCN1CCOCC1
39: CCOc1ccc(NC(=O)CSc2nc3c([nH]c4ccccc43)c(=O)n2C)cc1
40: CCOCCCNCC(=O)N1CCN(S(=O)(=O)c2ccc(C)cc2)CC1
Compound	33	34	35	36	37	38	39	40
PP5 inh	2.7	0.4	0.5	1.2	3.5	2.3	3.0	1.9
proCasp7 act	4	8	-4	-15	4	5	7	-3
GRK2 inh	0	3	1	1	3	1	1	0
VLA-4 inh	1	16	5	-12	12	16	13	.
CTSL1 counter	1	7	0	1	-7	2	-5	0
HCV core dimer	-5	4	5	1	2	-4	-27	-3
PP1 inh	1	0	1	0	3	-1	-3	-1
JMJD2C inh	-1	-13	3	80*	-8	8	13	-6&-1
proCasp3 act	-3	3	9	2	0	1	-2	-2

41: Cc1[nH]nc2c1C(CCc1ccccc1)C(C#N)=C(N)O2 (stereo not given)
42: Cc1noc(C(=O)Nc2cccc(O)c2)c1Cl
43: O=C(Nc1ccc2c(c1)OCO2)C1COc2ccccc2O1 (stereo not given)
44: O=C1CSC(=S)N1c1ccc(O)cc1
45: Cc1ccc(C(=O)NCC(=O)OCC(=O)c2ccc3c(c2)NC(=O)CO3)cc1
46: CCOc1ccccc1NC(=O)c1ccc([N+](=O)[O-])cc1
47: COC(=O)c1cc(C(=O)Nc2nnc(C3CC3)s2)cc([N+](=O)[O-])c1
48: CC(C)Cn1c(-c2cccnc2)nc2c1c(=O)[nH]c(=O)n2CC(C)C
Compound	41	42	43	44	45	46	47	48
PP5 inh	3.8	-0.5	3.2	3.1	-0.4	-1.0	0.3	-2.7
proCasp7 act	5	9	11	-9	-9	-3	3	8
GRK2 inh	3	0	2	2	0	3	1	2
VLA-4 inh	7	-8	-9	11	13	0	-5	9
CTSL1 counter	-1	4	1	2	-23	2	-1	-2
HCV core dimer	0	0	17	2	0	-1	-2	1
PP1 inh	1	-2	0	0	1	-1	6	-1
JMJD2C inh	-5	9	62	-8	-10	15	-6	-1
proCasp3 act	-7	9	3	-12	1	10	-7	1

49: CN(CC(=O)Nc1cccc(F)c1)C(=O)CC1CCCCC1
50: O=C(c1ccccc1)N1CCN(C(=O)c2cc3nc(-c4ccccc4)cc(C(F)(F)F)n3n2)CC1
51: CCCN(C(=O)C1CCN(S(=O)(=O)c2ccc(OC)c(OC)c2)CC1)C1CCS(=O)(=O)C1 (stereo not given)
52: Cc1cccc(N=Nc2cnc(N)s2)c1
53: CC(=O)Oc1ccc(Cn2cnc3cc4ccccc4cc32)cc1
54: N#Cc1c(-c2ccccc2Cl)cc(C2CC2)nc1N
55: Cc1ccc2c(=O)c(C(=O)NCc3cccs3)c[nH]c2c1
Compound	49	50	51	52	53	54	55
PP5 inh	-1.6	2.9	-0.7	-3.3	1.8	1.1	0.0
proCasp7 act	3	0	0	-25	8	-4	-6
GRK2 inh	0	12	1	0	0	0	0
VLA-4 inh	-4	-1	-3	5	7	3	15
CTSL1 counter	-1	2	-4	15	-2	4	2
HCV core dimer	4	-6	2	2	0	0	-1
PP1 inh	1	-4	-5	5	0	2	2
JMJD2C inh	5	-14	0	-4	14	5	37
proCasp3 act	2	2	-2	-5	5	3	2

# Structural class, the compounds so far containing a halogen (9)
2: Cc1ccc(N2C(=O)CC(N3CCc4ccccc43)C2=O)cc1Cl (stereo not given)
9: O=C(Nc1ccccc1)Nc1ccc(Br)cc1F
20: Cc1onc(-c2ccccc2Cl)c1C(=O)NCc1cccs1
23: CC(=O)[C@@]1(O)CC[C@H]2[C@@H]3C[C@H](C)C4=CC(=O)C=C[C@]4(C)[C@@]3(F)[C@@H](O)C[C@@]21C
28: CCN(CC1CCCO1)C(=O)c1cc(COc2ccc(OC)cc2Cl)on1 (stereo not given)
42: Cc1noc(C(=O)Nc2cccc(O)c2)c1Cl
49: CN(CC(=O)Nc1cccc(F)c1)C(=O)CC1CCCCC1
50: O=C(c1ccccc1)N1CCN(C(=O)c2cc3nc(-c4ccccc4)cc(C(F)(F)F)n3n2)CC1
54: N#Cc1c(-c2ccccc2Cl)cc(C2CC2)nc1N
Compound	2	9	20	23	28	42	49	50	54
PP5 inh	2.4	3.3	-0.7	1.6	-0.6	-0.5	-1.6	2.9	1.1
proCasp7 act	3	4	-2	-9	-6	9	3	0	-4
GRK2 inh	0	0	1	0	0	0	0	12	0
VLA-4 inh	5	24	-2	39	13	-8	-4	-1	3
CTSL1 counter	-1	1	4	1	-2	4	-1	2	4
HCV core dimer	0	-3	-4	-7	-5	0	4	-6	0
PP1 inh	1	-1	0	-2	0	-2	1	-4	2
JMJD2C inh	-8	-12	11	-11	7	9	5	-14	5
proCasp3 act	1	5	5	5	-4	9	2	2	3

# Hits appear at their usual frequency. About 2.6% of those tested had a hit in this group.
